# EPAC2 agonist = EPAC2 (human) agonism; EPAC2 activation, biochemical qHTS; response scale: 100% = 6.5 mM cAMP response; Potency, µM (doses to about 154 µM), for inactives: at the top dose activation, hits mostly activators; hit rate 0.079% among 360,000; Q8WZA2; also: potency is read from the fitted curve at half-maximal effect; nearly all actives have a fitted effect of over 50% in size
# Target sequence (Q8WZA2 whole entry, looked up): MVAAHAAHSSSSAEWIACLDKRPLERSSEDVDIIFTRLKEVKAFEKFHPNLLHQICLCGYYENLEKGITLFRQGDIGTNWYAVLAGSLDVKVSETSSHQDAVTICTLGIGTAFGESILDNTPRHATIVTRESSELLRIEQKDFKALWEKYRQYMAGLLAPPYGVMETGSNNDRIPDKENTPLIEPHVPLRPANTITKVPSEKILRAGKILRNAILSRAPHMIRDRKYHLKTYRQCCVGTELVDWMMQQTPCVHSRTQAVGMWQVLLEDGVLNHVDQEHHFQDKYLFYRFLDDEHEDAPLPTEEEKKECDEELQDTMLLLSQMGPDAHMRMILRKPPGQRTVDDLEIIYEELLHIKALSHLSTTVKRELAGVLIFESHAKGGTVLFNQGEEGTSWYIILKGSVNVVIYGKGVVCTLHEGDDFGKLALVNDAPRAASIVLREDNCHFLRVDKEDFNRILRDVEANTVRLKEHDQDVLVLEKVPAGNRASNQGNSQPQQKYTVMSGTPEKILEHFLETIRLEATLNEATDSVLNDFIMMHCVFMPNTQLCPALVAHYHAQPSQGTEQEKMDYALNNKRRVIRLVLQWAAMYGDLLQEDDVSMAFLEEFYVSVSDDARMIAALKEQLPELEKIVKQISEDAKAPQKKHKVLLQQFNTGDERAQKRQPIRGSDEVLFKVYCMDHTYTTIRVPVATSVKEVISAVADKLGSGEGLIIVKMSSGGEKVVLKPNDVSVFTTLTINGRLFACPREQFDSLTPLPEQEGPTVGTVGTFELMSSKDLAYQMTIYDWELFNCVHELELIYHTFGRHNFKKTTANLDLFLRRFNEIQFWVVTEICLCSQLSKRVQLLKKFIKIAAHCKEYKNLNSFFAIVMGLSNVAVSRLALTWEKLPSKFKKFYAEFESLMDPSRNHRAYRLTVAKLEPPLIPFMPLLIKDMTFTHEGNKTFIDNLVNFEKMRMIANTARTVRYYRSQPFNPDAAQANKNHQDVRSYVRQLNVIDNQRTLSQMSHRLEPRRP
#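 In this primary screen, activation is scored as increased exchange of BODIPY-GDP from Rap1B by 100 nM EPAC2, with 50 uM GDP as competitor. Signal is normalized to the 6.5 mM cAMP agonist control.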
# S2 tox = viability counter-screen for ATXN expression inhibitors | S2 cells (HEK-293 line with an ATXN2-luciferase reporter) viability, CellTiter-Fluor protease fluorescence, 24 h | Potency, µM (titrated, usually from 56.7 µM), actives largely listed as cytotoxic | hit rate 0.49% among 400,000 | AID 651635; also: potency is read from the fitted curve at half-maximal effect; nearly all actives have a fitted effect of over 40% in size
# ATXN2 expr inh = ATXN2 expression inhibition; Potency, µM (titrated, usually from 57 µM), for inactives: top-dose activity change, negative = inhibition, hits mostly inhibitors; AID 1745845; HEK-293 ATXN2-luciferase reporter, luminescence, 24 h; hit rate 0.72% among 360,000; also: potency is read from the fitted curve at half-maximal effect; % is scaled to controls: 0 for no effect and ±100 for the full control effect; nearly all actives have a fitted effect of over 55% in size
#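 qHTS (up to 57 uM final) was run with 24 h compound exposure of reporter cells at 37 °C. Each well was multiplexed: SteadyGlo luminescence measured ATXN2-luciferase expression after a fluorogenic Gly-Phe-AFC viability readout (25 uM final).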
# HepG2 viability = kills HepG2 cells in TGF-b inhibitor counter-screen | hit rate 0.76% among 410,000 | Potency, µM (top dose mostly 46.1 µM), without a hit: at the top dose activity change, negative = cytotoxicity, hits mostly cytotoxic | HepG2 CAGA-GFP viability, ATP luminescence, 18 h | AID 588856; also: potency is read from the fitted curve at half-maximal effect; some results filed as inactive show a strong effect at the top dose
#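 HepG2 CAGA-GFP cells (1000/well, DMEM with 1% FBS) received compound, then TGF-beta at 500 pg/mL final, and were incubated 18 hours at 37 degrees C. Viability was read by CellTiter-Glo luminescence. Media-only wells were set as complete cell-killing and DMSO as no toxicity.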
# TGFb SMAD3 inh = inhibitors of TGF-b signaling; HepG2 CAGA-GFP TGF-b/SMAD3 reporter, GFP fluorescence, 18 h; TGF-beta stimulated, 500 pg/mL final; Potency, µM (doses to about 46.1 µM), for inactives: top-dose activity, negative = inhibition, most hits filed as inhibitors; hit rate 1.2% among 410,000; also: potency is read from the fitted curve at half-maximal effect; % is scaled to controls: 0 for no effect and ±100 for the full control effect; nearly all actives have a fitted effect of over 65% in size
#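 Read-out: total well GFP (ex488/em500-530) summed from mean per-cell fluorescence. Cells: HEPG2 CAGA-GFP, 1% FBS DMEM, 18 h at 37 degrees C with 500 pg/mL final TGF-beta. Unstimulated wells served as the full-inhibition control; stimulated DMSO wells = 0%.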
# A549 tox = counter-screen for Nrf2 inhibitors: cytotoxicity in A549 cells | A549 ARE-Fluc cells, CellTiter-Fluor viability, 18-24 h | Potency, µM (series often up to 46 µM), without a hit: top-dose activity change, negative = cytotoxicity, most hits filed as inhibitors | hit rate 0.16% among 390,000 | AID 504648; also: potency is read from the fitted curve at half-maximal effect; % is scaled to controls: 0 for no effect and ±100 for the full control effect
#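 Cytotoxicity counterscreen: CellTiter-Fluor fluorescence was measured in A549 ARE_Fluc cells after 18-24 h of compound exposure in a concentration series. The subsequent BugLite luminescent read reports ARE-luciferase activity.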
# Nrf2 ARE act = Nrf2 pathway activation | AREc32 ARE-luciferase reporter (MCF7-derived line), luminescence, 24 h | Potency, µM (titrated, usually from 46.1 µM), for inactives: at the top dose activation, actives largely listed as activators | hit rate 0.31% among 410,000; also: potency is read from the fitted curve at half-maximal effect; % of control where 0% means no effect; nearly all actives have a fitted effect of over 65% in size
#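 Luciferase luminescence (Steady-Glo, 30 min at room temperature) served as the read-out of ARE activation in AREc32 cells treated with compounds for 24 hr at 37 deg C.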
# IL-2 act = activators of IL-2; activation, % (series mostly up to about 46 µM); hit rate 0.065% among 360,000; AID 652025; IL-2 activation reporter assay, cell-based qHTS; stimulated with anti-CD3/CD4/CD28 beads; in transgenic mouse T cells; in the data active = activation above about 50%; inconclusive = mostly about 30% to 49%; also: 0% is about no effect
#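 EGFP and DsRed fluorescence is measured by plate cytometry in unstimulated transgenic mouse T cells exposed to compound for 60 minutes, then stimulated 18 hours at 37 degrees C with anti-CD3/anti-CD4 beads plus anti-CD28.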
# Nrf2 inh = Nrf2 pathway inhibition; A549 ARE-Fluc reporter, luciferase luminescence, 18-24 h; Potency, µM (titrated, usually from 46 µM), for inactives: at the top dose activity change, negative = inhibition, actives largely listed as inhibitors; hit rate 2.1% among 360,000; also: potency is read from the fitted curve at half-maximal effect; % is scaled to controls: 0 for no effect and ±100 for the full control effect; nearly all actives have a fitted effect of over 60% in size
#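 Quantitative HTS in A549 cells stably bearing an antioxidant response element-firefly luciferase construct. Inhibition of Nrf2-driven transcription was scored by luminescence after 18-24 h of compound exposure at 37 °C.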
# * marks the source's active call; other numbers are inactive results; i = inactive; u = inconclusive; x = no result given; [ ] = remark or other dose. Unless noted, calls follow the shape of the dose curve; as a rule, active = well fitted curve in the direction sought with a large enough effect; inconclusive = small, poorly fitted or top-dose-only effect, or another doubt; inactive = no such curve, though single readings can be large; an effect the other way counts as inactive or inconclusive. Compounds as they come; 4.3% or so of the library scored in one or more.
# Short keys: A = EPAC2 agonist; B = S2 tox; C = ATXN2 expr inh; D = HepG2 viability; E = TGFb SMAD3 inh; F = A549 tox; G = Nrf2 ARE act; H = IL-2 act; I = Nrf2 inh
CCCCCCCCCCCCCCCC[N+](C)(C)CCl
  A = 0%; B = u; C = -16%; D = -127%; E = u; F = 0%; G = -2.4%; H = -6.3; I = -6%

COc1ccccc1C1C(C(=O)c2cc3ccccc3o2)=C(O)C(=O)N1CCN1CCOCC1 (stereo not drawn)
  A = -3%; B = i; C = 4%; D = -2%; E = -7%; F = -7%; G = 4.6%; H = 0.9; I = -8%

CC1(C)OC2OC(C3COC(=O)O3)C(OC(=O)c3ccccc3)C2O1 (stereo not drawn)
  A = 13%; B = i; C = -12%; D = 2%; E = 2%; F = -1%; G = 0.2%; H = -0.3; I = -1%

O=C1c2ccccc2NC(c2ccc(-c3cccc([N+](=O)[O-])c3)o2)N1O (stereo not drawn)
  A = -3%; B = i; C = u; D = -3%; E = -24%; F = 2%; G = 2.8%; H = -0.1; I = -6%

CC(C)(C)C(=O)Nc1ccc2nc(SCC(=O)N3CCc4ccccc43)sc2c1
  A = x; B = i; C = 3%; D = -11%; E = -6%; F = -2%; G = 1.2%; H = x; I = 28%

CC1C(C)N(C(=O)CCl)c2ccccc2N1C(=O)CCl (stereo not drawn)
  A = 11%; B = u; C = u; D = -90%; E = u; F = u; G = u; H = -0.9; I = 18µM*

CSCC[C@H](NC(=O)C1CCN(S(=O)(=O)c2ccc(C)cc2)CC1)C(=O)NC1CCS(=O)(=O)C1 (stereo partly drawn)
  A = 12%; B = i; C = -6%; D = -20%; E = 5%; F = 1%; G = 0.1%; H = -0.1; I = -8%

CCOCCCn1c(=N)c(C(=O)NCCN2CCOCC2)cc2c(=O)n3cccc(C)c3nc21
  A = 0%; B = x; C = -14%; D = -5%; E = 2%; F = -7%; G = 0.1%; H = -0.5; I = 11%

Cc1ccc(Cl)cc1NC(=O)CCCN1C(=O)c2cccnc2C1=O
  A = 4%; B = i; C = 8%; D = -1%; E = 26%; F = 1%; G = -0.2%; H = 1.6; I = -5%

COc1ccccc1CNC(=O)C1=C(C)C(=O)OC12CCC(C)CC2 (stereo not drawn)
  A = 11%; B = i; C = 8%; D = -1%; E = -6%; F = -3%; G = -1.0%; H = -1.7; I = -1%

COc1ccc2[nH]c3c(c2c1)CCN1C(=O)C(CC(=O)NCCN2CCOCC2)C[C@H](C(=O)N2CCCCC2)[C@@]31CCc1ccccc1 (stereo partly drawn)
  A = -1%; B = i; C = 6%; D = 6%; E = 28%; F = -3%; G = 0.1%; H = 0.5; I = -2%

Cc1cccn2c(=O)c(/C=C(\C#N)C(=O)NCc3ccccc3)c(N3CCC(C(N)=O)CC3)nc12
  A = 13%; B = i; C = 2%; D = 8%; E = 11%; F = 4%; G = 0.7%; H = -4.0; I = 4%

O=C(CN1C(=O)C2C3C=CC(C3)C2C1=O)NCc1ccco1 (stereo not drawn)
  A = 4%; B = i; C = 5%; D = -1%; E = -3%; F = 0%; G = -0.4%; H = 1.5; I = 30%

CC(=O)Nc1sc(N/N=C/c2ccc(N(C)C)cc2)nc1-c1ccc(C)cc1
  A = 18%; B = u; C = x; D = -21%; E = -29%; F = 12%; G = 3.9%; H = 1.0; I = 8%

Cc1cn(C(=O)CN2C(=O)c3ccccc3C2=O)c(C)n1
  A = 2%; B = i; C = -14%; D = -45%; E = 10%; F = 11%; G = 0.1%; H = -0.1; I = 0%

Clc1ncccc1OCc1ccccc1
  A = 12%; B = x; C = 14%; D = 1%; E = 4%; F = -5%; G = 0.5%; H = -2.8; I = 8%

COC(=O)c1cc(-c2cccc([N+](=O)[O-])c2)c2c(=O)[nH]c(=O)n(C)c2n1
  A = -2%; B = i; C = -33%; D = 4%; E = -1%; F = -3%; G = 0.0%; H = -0.3; I = u

COC(=O)C(C)Oc1ccc2cc(-c3ccccc3)c(=O)oc2c1 (stereo not drawn)
  A = -3%; B = i; C = 0%; D = 0%; E = 10%; F = -1%; G = -0.2%; H = -1.5; I = 7%

C[C@H](CO)N1C[C@H](C)[C@H](CN(C)Cc2ccncc2)OCc2ccccc2-c2c(n(C)c3ccccc23)C1=O
  A = 4%; B = u; C = -13%; D = -60%; E = 3%; F = x; G = 0.3%; H = 0.1; I = x

N#Cc1c2n(c(=S)n(-c3ccccn3)c1=O)CCCCC2
  A = 15%; B = i; C = 1%; D = -7%; E = 1%; F = -5%; G = 5.9%; H = -2.4; I = 6%

COc1cccc2cc(C(=O)C3=C(O)C(=O)N(CCN4CCOCC4)C3c3ccc(Cl)cc3)oc12 (stereo not drawn)
  A = -1%; B = x; C = -6%; D = -3%; E = 4%; F = -4%; G = 3.0%; H = -0.3; I = 10%

CCSc1nnc(NC(=O)C(Cc2ccccc2)n2cccc2)s1 (stereo not drawn)
  A = -4%; B = i; C = 5%; D = 6%; E = -24%; F = 3%; G = -1.1%; H = -3.1; I = -1%

COCCCn1c(SCC(=O)Nc2ccccc2OC)nc2c(sc3ccccc32)c1=O
  A = x; B = x; C = x; D = 6%; E = u; F = 2%; G = 1.9%; H = x; I = x

COc1ccccc1OCCC(=O)OCC(=O)Nc1cc(S(=O)(=O)N2CCOCC2)ccc1Cl
  A = 5%; B = i; C = 5%; D = -12%; E = -12%; F = 1%; G = -0.3%; H = -1.9; I = -5%

Cn1c(=O)[nH]c2c(c1=O)CCO2
  A = 5%; B = i; C = -12%; D = 7%; E = 3%; F = 0%; G = -0.8%; H = 0.3; I = 10%

CC(C)CNC(=O)C(=O)Nc1c2c(nn1-c1ccccc1)CS(=O)(=O)C2
  A = x; B = i; C = -6%; D = -21%; E = -11%; F = 8%; G = -1.3%; H = x; I = x

Cc1cc(-c2cccs2)c2c(n1)sc1c(=O)[nH]c(=O)[nH]c12
  A = 6%; B = i; C = 0%; D = -11%; E = 2%; F = u; G = u; H = -0.5; I = u

C(=N\n1cnnc1)/c1ccc(OCc2cccc3ccccc23)cc1
  A = 5%; B = i; C = -16%; D = -2%; E = -6%; F = -5%; G = 3.3%; H = 1.0; I = x

N#Cc1nc(COc2ccccc2Cl)oc1NCc1cccnc1
  A = -1%; B = i; C = 6%; D = -4%; E = 2%; F = 1%; G = -0.2%; H = -1.2; I = 6%

CCc1nc2cccnc2n1-c1ccc(C(=O)O)cc1
  A = 12%; B = i; C = 2%; D = 4%; E = 4%; F = -1%; G = -0.4%; H = -0.5; I = -2%

Cc1ccc(S(=O)(=O)N(Cc2n[nH]c(=S)n2-c2ccccc2)c2ccccc2)cc1
  A = 10%; B = i; C = 8%; D = 0%; E = -20%; F = -7%; G = 0.9%; H = 0.6; I = 21%

Cc1cc(C)nc(N/N=C/c2ccccc2)n1
  A = 5%; B = i; C = 28%; D = -14%; E = 5%; F = -13%; G = 0.3%; H = -4.0; I = u

Cc1nc(SCC(=O)Nc2cccc(C(=O)O)c2)n[nH]1
  A = 7%; B = i; C = x; D = -26%; E = -9%; F = -4%; G = 0.1%; H = 1.1; I = 9%

COc1ccc(Cn2c(=O)[nH]c3cc(C(=O)NC4CCN(Cc5ccccc5)CC4)ccc32)cc1
  A = 5%; B = u; C = u; D = -17%; E = 3%; F = u; G = 3.5%; H = 0.8; I = u

CCOc1ccc(C(=O)NCC(c2ccc3c(c2)OCO3)N2CCN(c3ccccc3F)CC2)cc1 (stereo not drawn)
  A = x; B = u; C = -19%; D = -20%; E = u; F = -19%; G = 3.5%; H = x; I = x

CC1CCc2nn(CC(=O)NCCCN3CCCC3=O)cc2C1 (stereo not drawn)
  A = -1%; B = i; C = 5%; D = -9%; E = -9%; F = 0%; G = 0.0%; H = -1.6; I = 14%

O=C(C1=C[C@H](c2csc3ccccc23)C[C@H](OCc2ccc(CO)cc2)O1)N1CCOCC1
  A = 19%; B = i; C = -13%; D = -13%; E = -6%; F = -12%; G = 4.0%; H = -0.7; I = -10%

COc1ccc(CC(=O)Nc2cc(S(=O)(=O)N3CCCCC3)ccc2OC(C)C)cc1OC
  A = 2%; B = i; C = x; D = -18%; E = -1%; F = x; G = 0.0%; H = -2.4; I = x

CCn1c(SCC(=O)c2cccs2)nnc1-c1cccs1
  A = 0%; B = i; C = 68%[activator]; D = -5%; E = -9%; F = 0%; G = 22µM*; H = 0.7; I = u

Cc1c(Br)cc(C(=O)O)c(C)c1C
  A = -5%; B = i; C = -1%; D = -20%; E = -12%; F = 9%; G = -1.6%; H = 0.0; I = 25%

CCN1CCN(c2ccc(NC(=O)c3ccc4c(c3)OCCO4)cc2C)CC1
  A = 0%; B = i; C = -10%; D = -4%; E = 15%; F = 0%; G = -0.1%; H = -0.2; I = u

# Full records as entered above. Order of values: EPAC2 agonist	S2 tox	ATXN2 expr inh	HepG2 viability	TGFb SMAD3 inh	A549 tox	Nrf2 ARE act	IL-2 act	Nrf2 inh
# `N#Cc1nc(COc2ccccc2Cl)oc1NCc1cccnc1` as listed: -1%	i	6%	-4%	2%	1%	-0.2%	-1.2	6%
# `CC1CCc2nn(CC(=O)NCCCN3CCCC3=O)cc2C1` (stereo not drawn) as listed: -1%	i	5%	-9%	-9%	0%	0.0%	-1.6	14%
# `CCc1nc2cccnc2n1-c1ccc(C(=O)O)cc1` as listed: 12%	i	2%	4%	4%	-1%	-0.4%	-0.5	-2%
# `Cc1cc(C)nc(N/N=C/c2ccccc2)n1` as listed: 5%	i	28%	-14%	5%	-13%	0.3%	-4.0	u
# `CCN1CCN(c2ccc(NC(=O)c3ccc4c(c3)OCCO4)cc2C)CC1` as listed: 0%	i	-10%	-4%	15%	0%	-0.1%	-0.2	u

# Screening data: PubChem BioAssay, National Center for Advancing Translational Sciences (NCATS)
